# FBW7 activator = activators of human E3 ligase FBW7; AlphaScreen FBW7–phospho-cyclin E peptide binding, activator screen; normalized activity (activation), % at 26.1 µM; 650,000 compounds, 0.13% hits; in the data active = normalized activity above about 1.9%;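 note: purified mutant Fbw7 with reduced substrate affinity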
# Target sequence (Q969H0 whole entry, looked up): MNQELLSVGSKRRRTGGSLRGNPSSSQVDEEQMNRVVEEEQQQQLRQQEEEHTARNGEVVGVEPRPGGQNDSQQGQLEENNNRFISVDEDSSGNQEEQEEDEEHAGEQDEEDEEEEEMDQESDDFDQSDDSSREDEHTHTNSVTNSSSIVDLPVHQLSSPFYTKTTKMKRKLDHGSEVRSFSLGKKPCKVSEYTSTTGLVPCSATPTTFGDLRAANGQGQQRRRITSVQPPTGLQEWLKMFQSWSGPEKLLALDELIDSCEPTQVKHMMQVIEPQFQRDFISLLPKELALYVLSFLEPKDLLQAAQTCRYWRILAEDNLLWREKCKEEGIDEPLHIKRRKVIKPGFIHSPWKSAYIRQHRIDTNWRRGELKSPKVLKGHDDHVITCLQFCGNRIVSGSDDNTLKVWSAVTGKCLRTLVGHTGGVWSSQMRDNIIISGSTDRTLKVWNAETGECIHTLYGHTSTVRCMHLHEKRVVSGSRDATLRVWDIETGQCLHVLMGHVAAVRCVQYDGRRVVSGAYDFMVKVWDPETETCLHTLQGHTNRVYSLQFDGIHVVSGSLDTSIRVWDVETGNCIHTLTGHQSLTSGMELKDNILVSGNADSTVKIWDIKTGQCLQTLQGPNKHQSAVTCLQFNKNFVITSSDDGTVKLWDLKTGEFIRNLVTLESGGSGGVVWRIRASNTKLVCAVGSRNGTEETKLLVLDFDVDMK
# MITF inh = human MITF inhibition, primary screen | O75030 | AlphaScreen MITF homodimerization, bead proximity signal | inhibition, % at 2.6 µM | 650,000 compounds, 0.91% hits; in the data active = inhibition above about 50%;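 note: 0% = vehicle wells with protein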
# GPR151 activ = activates the human receptor GPR151; Q8TDV0; PathHunter beta-arrestin GPR151 cells, luminescence; activation, % at 11.2 µM; 650,000 compounds, 1% hits; in the data active = activation above about 4.9%;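 note: 0% = median of compound wells and 100% = cells with positive control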
# Target sequence (Q8TDV0 whole entry, looked up): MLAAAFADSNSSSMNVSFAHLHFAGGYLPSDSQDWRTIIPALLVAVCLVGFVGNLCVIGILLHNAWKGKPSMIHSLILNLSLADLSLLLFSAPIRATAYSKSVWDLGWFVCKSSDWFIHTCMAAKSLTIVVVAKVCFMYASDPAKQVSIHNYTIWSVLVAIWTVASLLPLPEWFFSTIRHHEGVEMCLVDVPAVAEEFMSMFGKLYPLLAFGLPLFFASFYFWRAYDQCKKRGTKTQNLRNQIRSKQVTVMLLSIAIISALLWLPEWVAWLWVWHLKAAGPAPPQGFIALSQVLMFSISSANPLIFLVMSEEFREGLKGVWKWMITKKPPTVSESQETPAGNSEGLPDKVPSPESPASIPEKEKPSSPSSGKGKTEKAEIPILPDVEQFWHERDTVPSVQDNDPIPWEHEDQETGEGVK
# TEAD-YAP block = TEAD-YAP interaction inhibition; inhibition, % at 9.12 µM; HEK-TIYL cells, TEAD-Gal4/YAP UAS-luciferase luminescence; 640,000 compounds, 1.4% hits; AID 1259422; in the data active = inhibition above about 32%;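 note: 0% = median of test compound wells and 100% = reference inhibitor wells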
# * = called active by the depositor.
# Sample of the layout, two compounds:
SMILES,FBW7 activator,MITF inh,GPR151 activ,TEAD-YAP block
NC(=O)c1cc(-c2cccc(Cl)c2Cl)no1,0.1,-7.4,1.0,1.3
CCOC(=O)c1cc2oc(C)cc2n1CC(=O)NC1CC1,0.2,1.1,-0.2,-2.9

# The whole of this part, repeating the preview:
SMILES,FBW7 activator,MITF inh,GPR151 activ,TEAD-YAP block
NC(=O)c1cc(-c2cccc(Cl)c2Cl)no1,0.1,-7.4,1.0,1.3
CCOC(=O)c1cc2oc(C)cc2n1CC(=O)NC1CC1,0.2,1.1,-0.2,-2.9
CCN1C(=O)C(O)(CC(=O)c2c(C)cc(C)cc2C)c2ccccc21 (stereo not given),0.0,4.0,0.1,-1.1
O=C(Nc1ccc(Br)cn1)c1ccccc1[N+](=O)[O-],-0.1,0.4,0.4,54.5*
CCCCC(=O)Nc1cnc(NC(=O)c2cccc(F)c2)cc1C,0.0,11.5,-1.8,-61.3
COc1ccc(C2Oc3c(Br)cc(Br)cc3C=C2[N+](=O)[O-])cc1OC (stereo not given),0.2,6.9,-0.7,12.5
O=C(OCC1CCCO1)c1cccc(Br)c1 (stereo not given),-0.1,9.9,0.4,1.7
O=C(NCc1ccccc1)c1cc(=O)[nH]c2ccc(S(=O)(=O)N3CCCCCC3)cc12,-0.1,-5.4,0.8,-9.8
COc1ccc(-n2c(=S)[nH]c3cc(C(=O)NCC4CCCO4)ccc3c2=O)c(OC)c1 (stereo not given),0.1,11.6,0.9,12.9
Cc1ccc(NC(=O)C/C(N)=N/OC(=O)c2ccccc2)cc1,0.1,12.8,0.5,15.1
CCOC(=O)c1cnc2c(C)cc(C)cc2c1Nc1cccc(C)c1C,0.9,19.5,2.0,-5.4
CC1CCc2ccccc2N1S(=O)(=O)c1cccs1 (stereo not given),0.5,24.0,0.6,-9.9
COC(=O)COc1ccc(S(=O)(=O)NCCc2ccccc2)cc1,-0.1,0.1,0.3,-7.3
CCCCOC(=O)C1=C(C)NC2=C(C(=O)CCC2)C1c1ccc(OCc2ccccc2)c(OC)c1 (stereo not given),0.1,1.8,-0.9,-1.3
COc1ccccc1NC(=O)CN(c1ccc(Cl)cc1C)S(C)(=O)=O,-0.1,3.0,2.2,9.0
O=C(CCSc1nccn1Cc1ccccc1)NC1CCCCC1,-0.3,2.0,-1.2,-6.8
CCOC(=O)c1ccc(NC(=S)NCCO)cc1,0.1,-21.9,-0.4,-5.8
CCOc1cc(OCC)cc(C(=O)N2CCN(c3ccc([N+](=O)[O-])cc3)CC2)c1,-0.3,-9.5,1.9,16.4
CCn1c2ccccc2c2nnc(NC3CCN(Cc4ccccc4)CC3)nc21,1.2,12.0,-1.0,-0.3
CC(=O)N(c1nc(C=O)cs1)c1ccccc1F,0.5,11.0,1.6,2.0
O=C(CSc1nccn2nc(-c3ccccc3)cc12)Nc1ccc(F)cc1,-0.1,9.3,1.0,2.4
Cc1cc(C)nc(Nc2nc(-c3ccccc3)c3ccccc3n2)n1,0.8,8.5,-0.5,7.1
COCCNC(=O)c1nn2c(C(F)(F)F)cc(-c3ccc(Br)cc3)nc2c1Br,0.1,17.5,0.3,0.7
COc1ccccc1CC(=O)O/N=C(\N)c1cccc([N+](=O)[O-])c1,-0.1,-4.6,1.1,-7.5
O=C(NC(Cc1ccccn1)C(F)(F)F)c1cnc2scc(-c3ccccc3)n2c1=O (stereo not given),-0.2,11.5,1.0,6.6
# (continued)
SMILES,FBW7 activator,MITF inh,GPR151 activ,TEAD-YAP block
COc1ccc(C(=O)N2CCCC(c3ncncc3-c3cc(C)no3)C2)o1 (stereo not given),0.0,-1.7,-0.1,1.7
C=CCNC(=O)c1c(F)ccc(S(=O)(=O)N2CCCCCC2)c1F,-0.1,-6.3,-0.6,6.2
CCC(=O)Nc1cc(-c2nc3ncccc3o2)ccc1Cl,-0.2,-8.9,-0.9,4.3
COc1cccc(NC(=O)c2cc(S(=O)(=O)NC3CCCCC3C)ccc2F)c1 (stereo not given),0.1,10.4,-1.4,0.8
COc1cccc(C(=O)NC(C)c2nnc3n2CCN(Cc2ccc(Cl)cc2)CC3)c1 (stereo not given),0.0,-6.2,0.5,1.8
CCOC(=O)C1=C(N)OC2=C(C(=O)CCC2)C1c1cccc([N+](=O)[O-])c1 (stereo not given),-0.1,1.2,2.0,-3.2
Cc1ccc(C(=O)Nc2ccon2)cc1S(=O)(=O)N1CCCCCC1,-0.1,-5.8,3.2,8.3
COc1ccc(CC(=O)Nc2ccccc2C)cc1,0.6,6.7,-0.5,4.2
CC(C)(C)c1ccc(Oc2nc3ccccn3c(=O)c2/C=C(\C#N)C(N)=O)cc1,-0.1,-3.6,-8.4,-15.8
CN1CCN(C(=O)c2ccc(-c3nccc(N)n3)cc2)CC1,0.2,6.4,2.0,4.3
O=c1c2c3c(sc2ncn1Cc1csc(-c2ccc(Cl)cc2)n1)CCCC3,0.1,8.9,0.2,3.3
Cc1ccc(S(=O)(=O)N2Cc3ccccc3C[C@H]2C(=O)Nc2ccc(Cl)cc2)cc1,0.0,2.7,3.5,-15.7
O=C(Nc1cc([N+](=O)[O-])ccc1Cl)c1cc2ccccc2o1,-0.1,9.7,-0.2,-3.8
O=C(Cc1ccc(O)cc1)N1CCc2c(nc(N3CCCC3)[nH]c2=O)C1,0.7,-1.5,-0.2,-17.0
CC(=O)Nc1ccc(NC(=O)c2cc(C)nn2-c2ccccc2)cc1,0.0,-4.5,-0.2,-7.4
COc1nc(S(=O)(=O)c2ccc(C)cc2)c(Cl)s1,0.2,5.9,0.8,5.4
COC(=O)C1=C(C)NC(=O)NC1c1ccc([N+](=O)[O-])cc1 (stereo not given),-0.1,8.4,-1.0,-4.9
Cc1ccc2oc(Nc3nc(C)cc(C)n3)nc2c1,-0.2,12.8,-1.9,-31.1
CCOCc1nnc(NC(=O)CC(C)c2ccccc2)s1 (stereo not given),0.3,-2.0,0.2,8.9
Cn1cc(Cl)nc1C(O)c1ccccc1 (stereo not given),0.0,5.0,1.6,2.7
CN(CCc1ccccc1)C(=O)c1nc2sccn2c1CNCCN1CCOC1=O,-0.1,-0.8,-0.3,-3.5
CC1CCCC(NC(=O)C2N(C3CCCCC3C)C(=O)C3C(C(=O)Nc4ccc(F)c(Cl)c4)C4C=CC32O4)C1C (stereo not given),0.1,-4.1,-0.3,-12.2
Cc1cc2ccccn2c1C(=O)c1cc([N+](=O)[O-])cc([N+](=O)[O-])c1,-0.1,4.8,-0.5,14.6
CCC(C(=O)NCc1ccc(OC)cc1)n1ncn2c(cc3occc32)c1=O (stereo not given),0.9,11.2,0.3,4.1
C=CCn1c2ccccc2c2nnc(SCC(=O)Nc3nnc(SCC)s3)nc21,0.0,5.3,2.1,0.8

# Just FBW7 activator, GPR151 activ and MITF inh (three entries from above):
canonical_smiles	FBW7 activator	GPR151 activ	MITF inh
O=C(Cc1ccc(O)cc1)N1CCc2c(nc(N3CCCC3)[nH]c2=O)C1	0.7	-0.2	-1.5
CCC(=O)Nc1cc(-c2nc3ncccc3o2)ccc1Cl	-0.2	-0.9	-8.9
COc1nc(S(=O)(=O)c2ccc(C)cc2)c(Cl)s1	0.2	0.8	5.9

# Further results follow.
SMILES,FBW7 activator,MITF inh,GPR151 activ,TEAD-YAP block
CCc1cc(C(=O)OC)c(NC(=S)Nc2cn(CC)nc2C(N)=O)s1,-0.3,-0.1,0.3,-8.4
O=C(COc1ccccc1)N/N=C/c1ccccc1Cl,0.0,19.5,-0.6,0.1
NC(=O)c1ccc(NC(=O)COC(=O)Cc2c(F)cccc2Cl)cc1,0.5,15.1,0.6,11.0
O=C(Cc1ccccc1)Nc1cccc(N2CCCC2)c1,-0.2,7.7,0.8,-6.3
CCn1nccc1C(=O)Nc1ccc2sc(C)nc2c1,0.1,14.5,-1.8,-14.4
COc1cc(C(C)=O)ccc1OCC(=O)Nc1ccc(S(=O)(=O)N2CCCCC2)cc1,0.0,-0.2,0.5,1.1
CC(C(=O)N1CCc2ccccc2C1)N1C(=O)NC(C)(c2ccccc2Cl)C1=O (stereo not given),0.4,20.5,-2.1,8.2
COc1ccc(NC(=O)c2ccc(NC(=O)c3ccc(NC(=O)c4cccc(C)c4)cc3)cc2)cc1,-0.1,-1.6,1.7,1.6
O=C(Cn1cc2c(n1)CCCCCC2)N1CCc2ccccc2C1,0.0,14.0,-0.6,-12.5
CC(=O)c1cc(-c2ccc(F)cc2)n(CCC(=O)NC(C)(C)C)c1C,-0.1,10.0,0.2,4.9
COc1ccccc1C(=O)N/N=C(\C)CC(=O)Nc1cccc(Cl)c1Cl,-0.1,14.8,-0.7,-39.1
O=c1[nH]c(C2CCCCC2)nc2ccccc12,0.3,-8.7,0.5,1.8
CC(C)(C)OC(=O)NNC(=O)C1CCCCC1,-0.1,11.3,0.8,-10.3
COc1ccc(OC)c(C2C(C#N)=C(N)N(N(C)C)C3=C2C(=O)CC(C)(C)C3)c1 (stereo not given),-0.1,6.1,0.4,5.6
CCCCOC(=O)C1=C(C)NC2=C(C(=O)CCC2)C1c1ccccc1OCC (stereo not given),0.1,-0.4,-0.3,12.3
Cc1cccc(NC(=O)Nc2nnc(N3CCCCC3)s2)c1C,-0.1,1.8,4.3,-6.5
O=C1CSC(c2ccc(Cl)cc2Cl)N1c1ccc(F)cc1F (stereo not given),-0.1,0.4,-0.5,19.4
CC(C)n1nnnc1CN1CCN(c2ccccc2F)CC1,0.0,9.1,0.8,6.1
CCCOc1cccc(C2C3=C(CC(C)(C)CC3=O)Nc3ccccc3N2C(C)=O)c1 (stereo not given),0.1,16.9,-2.2,13.6
CCOC(=O)c1ccccc1NC(=O)CSc1ccc(-c2ccco2)nn1,-0.4,-1.2,-1.0,-3.3
CCSc1nnc(NC(=O)Cc2cccc3ccccc23)s1,0.0,3.8,1.9,10.6
CC1CC(C)CN(P2(=O)C=C(c3ccccc3)OC(c3ccccc3)=C2)C1 (stereo not given),-0.2,6.0,0.5,-5.7
COc1ccccc1OCC(=O)NCC1CCCN(C(=O)CSC)C1 (stereo not given),-0.2,5.5,2.8,-1.3
CCCCCNC(=O)c1ccc2c(c1)nc(C)n2-c1cccc(C)c1,0.1,2.4,-1.4,-11.9
CN(CC(=O)Nc1ccccc1Cl)S(=O)(=O)c1ccc(F)cc1,0.2,9.8,-1.3,-2.0
# (next part)
SMILES,FBW7 activator,MITF inh,GPR151 activ,TEAD-YAP block
COC(=O)c1c(NC(=O)CSc2nnc3sc4ccccc4n23)sc(C)c1C,-0.1,0.2,-0.1,2.9
COc1ccc(CC2(C)OC(c3ccncc3)=NN2C(C)=O)cc1 (stereo not given),0.1,4.4,0.7,9.8
CCCS(=O)(=O)c1ncc(Cl)c(C(=O)Nc2ccc(OC)cc2)n1,1.0,16.0,-2.0,33.7*
O=C(C1CCCC1)N1CCN(c2ccccc2)CC1,-0.1,9.5,1.5,-1.9
CCN(CC)c1ccc(C2C(C(=O)Nc3ccccc3F)=C(C)NC3=C2C(=O)CCC3)cc1 (stereo not given),-0.1,6.2,0.7,0.1
C=Cc1ccc(Cn2c(C(=O)O)c(CNCc3cccc(OC)c3)c3ccccc32)cc1,-0.1,10.9,-1.3,12.4
Cc1nn(CCC#N)c2c1C1C(C2)C1(C)C (stereo not given),-0.1,-2.0,1.4,-7.5
COc1cccc(CNC(=O)c2nnc(-c3cccc(Cl)c3)o2)c1,0.5,-0.4,-0.7,-8.1
C/C(=N\NC(=O)NC1CCCCC1)c1ccccc1O,0.1,1.6,1.2,-0.1
NC(=O)CN1C(=O)C(O)(CC(=O)c2ccc(Br)s2)c2ccccc21 (stereo not given),0.2,16.2,-0.2,-4.0
Cc1cc(Cn2c(C)nc3ccccc32)c(C)cc1Cn1c(C)nc2ccccc21,-0.3,-5.8,1.1,-2.7
N#Cc1c(N)nc(SCc2ccccc2)c(C#N)c1-c1ccc(O)cc1,0.7,14.9,-1.4,-18.6
O=C(Nc1cccc([N+](=O)[O-])c1)c1ccc(Cl)cc1Cl,0.1,7.6,-0.9,-21.2
Cc1ccc(CNC(=O)CN(c2ccc(C)cc2C)S(C)(=O)=O)cc1,0.1,-10.2,0.9,8.8
CC1(C)C(=O)OC(c2ccccc2)C(C)(C)C1=O (stereo not given),0.0,7.6,-0.2,2.3
CCC(C(=O)Nc1ccccc1)c1ccccc1 (stereo not given),0.2,19.4,-2.1,11.8
Cc1ccc(C)c(NC(=O)C2OC3OC(C)(C)OC3C3OC(C)(C)OC23)c1 (stereo not given),0.0,3.2,-0.9,0.5
CC(C)(O)C#Cc1ccc([C@@H]2C[C@H]3CN(c4ccccc4)C(=O)[C@]34CCCN24)s1,0.2,16.6,-1.2,-10.3
CCOCCOC(=O)C1=C(C)NC2=C(C(=O)CC(c3ccc(Cl)cc3)C2)C1c1ccc(O)cc1 (stereo not given),0.3,17.1,-1.0,5.7
CCCCN1C(=O)/C(=C/c2c(NCCC)nc3ccccn3c2=O)SC1=S,-0.3,23.8,-1.0,-1.0
NS(=O)(=O)c1ccc(NS(=O)(=O)c2cc3c(cc2Cl)NC(=O)CO3)cc1,-0.1,-4.7,-0.1,6.2
O=C(CSc1nc2ccccc2c(=O)n1CCC(=O)N1CCN(c2ccccc2)CC1)NC1CCCCC1,0.1,25.5,0.8,2.6
COc1ccc(OCCOc2cccc(C=C3C(=O)NC(=S)NC3=O)c2)cc1,0.6,15.6,0.7,-31.9
CC(C)n1nnnc1SCC(=O)Nc1ccccc1F,0.3,1.9,-0.8,4.2
N#Cc1c(NC(=O)CSc2nc(-c3ccccc3)cc(-c3ccccc3)n2)sc2c1CCCC2,0.6,14.7,-1.4,8.0

# Single records, from the list above.
# Record of CCCCOC(=O)C1=C(C)NC2=C(C(=O)CCC2)C1c1ccc(OCc2ccccc2)c(OC)c1 (stereo not given) = FBW7 activator: 0.1; MITF inh: 1.8; GPR151 activ: -0.9; TEAD-YAP block: -1.3
# Record of CC(C)(O)C#Cc1ccc([C@@H]2C[C@H]3CN(c4ccccc4)C(=O)[C@]34CCCN24)s1 = FBW7 activator: 0.2; MITF inh: 16.6; GPR151 activ: -1.2; TEAD-YAP block: -10.3
